GAA inhib: inhibitors of human lysosomal alpha-glucosidase. purified human GAA, 4-MU-alpha-glucoside fluorescence. Potency, µM (top dose mostly 76.9 µM), for the others: top-dose activity change, negative = inhibition, usual class: inhibitors. 200,000 compounds, 0.005% hits;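 also: plate controls were uninhibited enzyme wells for no effect and no-enzyme background for full effect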
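qHTS format, compound range up to 77 uM. Human lysosomal enzyme at 4 nM, 400 uM 4-MU glucoside substrate, pH 5.0, 20 min room temperature; fluorescence after alkaline stop gives activity normalized to controls.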
GAA glycogen mod: GAA glycogen-cleavage inhibition or activation; 300,000 compounds, 0.38% hits; recombinant GAA, glycogen substrate, Amplex Red glucose oxidase fluorescence; Potency, µM (titrated, usually from 76.4 µM), without a hit: top-dose activity change, negative = inhibition, usual class: inhibitors;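 also: 0% = full enzyme reaction and -100% = no-enzyme basal signal; the screen sought inhibitors and activators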
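qHTS, 1536-well; enzyme 4 nM final; cpd up to 77 uM; substrate bovine liver glycogen 30 ug; 50 mM citrate/phosphate pH 5.0, 0.01% Tween-20; 37 C, 40 min; Amplex Red detection 45 min RT; Hill fit → AC50.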
RGS12 GoLoco inh: blocks human Gai1 binding to RGS12 GoLoco peptide, red readout | AID 880 | 230,000 compounds, 0.44% hits | Gai1:RGS12 GoLoco peptide FP, rhodamine, 10 min | Potency, µM (top dose mostly 61.6 µM), without a hit: top-dose activity, negative = inhibition, actives largely listed as inhibitors; active = well fitted inhibition curve with a large enough effect, not every such curve was filed as active; inactive = no such curve, though single readings can be large or run the other way; also: % is scaled to controls: 0 for no effect and ±100 for the full control effect; nearly all actives have a fitted effect of over 30% in size; many of its hits are not listed in these tables
Target sequence (P63096 whole entry, looked up): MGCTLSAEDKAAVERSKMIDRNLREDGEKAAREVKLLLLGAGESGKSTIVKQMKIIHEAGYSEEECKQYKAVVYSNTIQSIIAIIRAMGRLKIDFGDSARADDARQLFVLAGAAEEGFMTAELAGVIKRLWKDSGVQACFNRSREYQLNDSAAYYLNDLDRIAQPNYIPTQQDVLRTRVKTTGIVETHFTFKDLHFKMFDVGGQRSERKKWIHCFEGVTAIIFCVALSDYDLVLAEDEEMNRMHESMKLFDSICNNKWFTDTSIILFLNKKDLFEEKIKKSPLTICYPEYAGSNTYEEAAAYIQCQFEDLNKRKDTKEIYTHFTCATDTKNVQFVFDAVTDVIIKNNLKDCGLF
HttQ103 aggreg: reduces HttQ103-GFP aggregates in PC12 cells; Potency, µM (top dose mostly 46.1 µM), without a hit: at the top dose activity change, negative = inhibition, actives largely listed as inhibitors; 220,000 compounds, 1.1% hits; PC12 HttQ103-GFP aggregates, Acumen cytometry, 40 h; also: % is scaled to controls: 0 for no effect and ±100 for the full control effect; nearly all actives have a fitted effect of over 60% in size
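Quantitative HTS on tebufenozide-induced (100 nM) PC12 cells stably expressing polyQ103 Huntingtin exon 1–GFP. Reduction of bright GFP aggregates, detected by laser scanning cytometry after lysis, identified actives across the titration.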
IMPase Li cell: membrane-permeable IMPase blocker, potentiated with lithium. CHO-M1 cells, IP1 TR-FRET (IP-One), carbachol + lithium. Potency, µM (highest dose often 59.4 µM), inactives show at the highest dose activity, negative = IMPase inhibition, most hits filed as inhibitors. 210,000 compounds, 0.35% hits. AID 1457;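 also: IP1 builds up when IMPase is blocked and the TR-FRET signal falls; plate controls were basal vehicle for no effect and high inhibitor control for full effect; nearly all actives have a fitted effect of over 50% in size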
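Readout is a homogeneous TR-FRET IP1 immunoassay (Ex 320, Em 665 and 620), where raised cytosolic IP1 lowers signal. Cells were CHO-M1 treated 30 min at 37C with test compounds plus a little lithium; AC50 values came from Hill-equation fitting.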
HTT ATP protect: protects HTT-Q103 PC12 cells, measured by ATP; AID 1471; PC12 HTT-Q103 induced, cytoprotection, ATP luminescence, 40 h; 230,000 compounds, 0.14% hits; Potency, µM (doses to about 56.4 µM), for the others: cytoprotection (ATP increase), hits mostly activators;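 also: % of control where 0% means no effect; nearly all actives have a fitted effect of over 45% in size; toxic huntingtin expression switched on by the ecdysone agonist tebufenozide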
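ATP quantification (ATPlite) reports survival of PC12 cells in which tebufenozide, 100 nM final, switches on Htt exon 1 with 103 glutamines linked to GFP; compounds are titrated.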
aGlu spleen mod: inhibitors or activators of human alpha-glucosidase in spleen homogenate | P10253 | AID 2112 | human spleen homogenate, 4-MU-alpha-glucoside fluorescence | Potency, µM (top dose mostly 79.9 µM), without a hit: at the top dose activity change, negative = inhibition, usual class: inhibitors | 240,000 compounds, 0.006% hits;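 also: 0% = enzyme with vehicle and -100% = no enzyme basal signal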
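Compounds were titrated against alpha-glucosidase in spleen homogenate at pH 5.0, with 1 mM 4-methylumbelliferyl substrate for 40 min at 37 C. Reactions were quenched with pH 10 NaOH/glycine and fluorescence measured.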
Starred values were filed as active, the others as inactive; ? = inconclusive; · = not tested or not shown; & = joins results of further samples; [ ] = remark or other dose. Unless noted, calls follow the shape of the dose curve; as a rule, active = well fitted curve in the direction sought with a large enough effect; inconclusive = small, poorly fitted or top-dose-only effect, or another doubt; inactive = no such curve, though single readings can be large; an effect the other way counts as inactive or inconclusive. Potency is read from the fitted curve at half-maximal effect.

structure | HTT ATP protect | HttQ103 aggreg | aGlu spleen mod | IMPase Li cell | GAA glycogen mod | RGS12 GoLoco inh | GAA inhib
Cc1ccc(CCNC(=O)C2CCCN(S(=O)(=O)c3c(C)noc3C)C2)cc1 (configuration not stated) | -12.7% | 10.3% | 4.0% | -2.1%[38.3 µM] | -2.0% | 3.3% | 0.9%
Nc1ccc(N)c(C(=O)O)c1 | · | · | 0.9% | · | -12.9% | 15.8µM* | -1.8%[15.4 µM]
CCc1cc2c(cc3c(=O)n(CC(=O)NCCCN(CC)CC)nc(CC)n32)s1 | -119.5%[inhibitor] | 10.1% | -5.4% | 17.9%[38.3 µM] | 4.6% | 2.2% | -22.9%
Cc1onc(-c2c(F)cccc2Cl)c1C(=O)c1ccccc1O | 12.4%[10 µM] | 12.7%[9.22 µM] | -5.2% | · | -1.2% | 0.8% | -4.8%
COc1cc(/C=N/NC(N)=S)ccc1OCc1ccc(C)cc1 | · | ? | 3.9% | -2.1% | 8.3% | -12.6% | 0.9%
Cc1cccc(NC(=O)NC(C)C(c2ccccc2)N2CCN(C)CC2)c1 (configuration not stated) | 17.7%[10 µM] | 14.8% | 2.5% | 6.2% | 4.1% | 4.1% | -3.4%
O=C(c1ccc(F)cc1)c1cnc(Nc2ccccc2)s1 | -131.1%[inhibitor] | -2.5% | 1.5% | -2.7% | 4.3% | -1.7% | -3.1%
CCOc1cc(/C=N/NC(=O)CSc2nnc(C)s2)ccc1OCc1ccccc1Cl | -17.7%[10 µM] | 3.0% | 7.9% | 12.8% | -1.5% | 11.6% | 6.3%
O=C1NC(=Nc2ccccc2)S/C1=C/c1cccnc1 | 17.5% | -29.9% | · | -7.6% | -1.2% | -1.0% | -2.9%
O=C(Cn1c(=O)oc2cc(S(=O)(=O)NCc3ccccc3)ccc21)N1CCCC1 | 13.4%[10 µM] | 0.4%[9.22 µM] | 1.9% | · | -5.9% | 1.5% | ·
CC(C)(C)c1ccc(C(=O)C=[N+]=[N-])cc1 | 6.7% | ? | -1.0% | 25.2%[38.3 µM] | 5.8% | -7.8% | -3.4%
CCn1c(SCc2ccc(F)cc2)nnc1C1CCN(S(=O)(=O)c2ccc(OC)cc2)CC1 | -9.7%[10 µM] | -22.7% | -2.0% | 16.1%[38.3 µM] | 0.8% | 0.6% | -15.4%
Nc1ccccc1-c1nnc(-c2ccccc2N)n1N | -148.0%[inhibitor] | -18.3% | -0.1% | 5.1% | 7.5% | 4.0% | 1.2%
O=C(O)CCCN=CC1=C(O)C(C(=O)c2ccccc2)CCC1=O (configuration not stated) | -7.4%[10 µM] | -8.6% | -2.1% | 1.3% | -1.1% | 3.4% | 2.7%
O=C(O)Cc1cc2c(s1)CCCCC2 | -1.8% | -5.3% | 8.3% | -8.3%[38.3 µM] | -2.9% | -3.6% | 5.4%
CC(C)(C)n1nnnc1C(c1cc2cc3c(cc2[nH]c1=O)OCCO3)N1CCSCC1 (configuration not stated) | -20.8%[10 µM] | -9.6% | 6.3% | · | 12.9% | · | ?
CCCOc1ccc(/C(O)=C2/C(=O)C(=O)N(CCOC)C2c2cccnc2)cc1 (configuration not stated) | -5.7%[0.074 µM] | 0.5% | -7.7% | 11.2µM* | 3.2% | -17.9% | -0.8%
O=C(/C=C/c1ccccc1Cl)NCc1ccco1 | -33.1% | 2.5% | -6.4% | -0.2%[38.3 µM] | 4.5% | -4.1% | 4.0%
CCOC(=O)Cc1csc(NC(=O)CSc2nnc(-c3ccc(C)cc3)o2)n1 | -140.7%[inhibitor][10 µM] | 24.6%[9.22 µM] | 2.0% | 16.9%[38.3 µM] | 3.0% | 8.3% | -1.6%
C=CCn1c(SCc2nc3sc(C(=O)O)c(C)c3c(=O)[nH]2)nnc1-c1ccc(C(C)(C)C)cc1 | 1.0%[10 µM] | 0.0%[9.22 µM] | -5.9% | · | 3.0% | 18.2% | 6.1%
CN(C)c1ccc(/C=N/NC(=S)NCc2ccco2)cc1 | · | -9.8% | -7.1% | 3.1% | -0.7% | 1.5% | 4.8%
COc1ccc(N=Nc2n(C)c3ccccc3[n+]2C)cc1 | -89.5%[inhibitor][10 µM] | -6.1%[9.22 µM] | 5.6% | · | -1.8% | -9.5% | ·
C=CCn1c(SCc2nc3cc(C(F)(F)F)ccc3c(=O)[nH]2)nc2sc(CC)cc2c1=O | 7.2%[10 µM] | -0.6% | -1.4% | -0.3% | 0.1% | 60.5%[activator] | -2.8%
CCOC(=O)N1CCN(S(=O)(=O)c2ccc(OCC)c(C)c2)CC1 | 24.4%[10 µM] | ? | -1.3% | 19.7% | -9.0% | -11.6% | -9.1%
N=C1C(c2ccccc2)=C(O)CN1c1cccc(S(N)(=O)=O)c1 | 38.3%[10 µM] | 4.1% | -3.9% | -1.8% | 5.4% | 7.7% | 4.3%
Cc1csc(NC(=O)c2ccc(N3CCCC3=O)cc2)n1 | -59.1%[inhibitor][10 µM] | -11.5% | 2.0% | 6.2% | 3.8% | 6.0% | -5.5%
N#Cc1ccccc1S(=O)(=O)N1CCN(c2ccc(S(=O)(=O)N3CCOCC3)cn2)CC1 | -20.0% | -4.8% | 2.1% | -6.3%[38.3 µM] | -18.5% | 2.9% | ?
O=c1oc2ccccc2c2c1nnn2CCO | -20.1%[10 µM] | 0.3%[9.22 µM] | -2.5% | 1.6% | -2.8% | -4.1% | 9.7%
CSc1cc(-c2ccccc2)n(Cc2ccc(Cl)cc2Cl)c(=O)c1C#N | 17.8% | -0.6% | -1.5% | ? | -5.9% | 9.1% | -4.2%
CCc1ccc(Nc2n[n+](C)c(-c3ccc(C(=O)O)cc3)s2)cc1 | 11.2%[10 µM] | -13.0%[9.22 µM] | 6.6% | · | 3.3% | -4.7% | ·

3 compounds from above, ordered by formula weight, smallest number first:
structure | HTT ATP protect | HttQ103 aggreg | aGlu spleen mod | IMPase Li cell | GAA glycogen mod | RGS12 GoLoco inh | GAA inhib
Nc1ccc(N)c(C(=O)O)c1 | · | · | 0.9% | · | -12.9% | 15.8µM* | -1.8%[15.4 µM]
Cc1ccc(CCNC(=O)C2CCCN(S(=O)(=O)c3c(C)noc3C)C2)cc1 (configuration not stated) | -12.7% | 10.3% | 4.0% | -2.1%[38.3 µM] | -2.0% | 3.3% | 0.9%
C=CCn1c(SCc2nc3sc(C(=O)O)c(C)c3c(=O)[nH]2)nnc1-c1ccc(C(C)(C)C)cc1 | 1.0%[10 µM] | 0.0%[9.22 µM] | -5.9% | · | 3.0% | 18.2% | 6.1%

Following part
structure | HTT ATP protect | HttQ103 aggreg | aGlu spleen mod | IMPase Li cell | GAA glycogen mod | RGS12 GoLoco inh | GAA inhib
C=CCNC(=O)CSc1nc2cc(C(=O)OCC)ccc2n1CC | -25.4% | 25.5% | -2.4% | 8.2%[38.3 µM] | 5.1% | -25.0% | -10.2%
O=C(CSc1ncccn1)Nc1cc(Cl)ccc1[N+](=O)[O-] | -23.5% | 6.8% | 14.1% | 13.3% | 1.1% | 4.0% | -1.0%
CN(c1ccc(OCC(=O)NC2=NCCS2)cc1)S(=O)(=O)c1ccc(F)cc1 | -22.8%[10 µM] | -8.7%[9.22 µM] | -2.8% | · | -10.7% | 7.2% | ·
O=C(CSc1nc(-c2ccccc2)cs1)NCCN1C(=O)CSC1=O | -14.1% | 23.1% | 1.5% | -4.2% | -0.6% | -4.3% | 1.6%
Fc1ccc(-c2csc(-c3ccccn3)n2)cc1F | -44.0%[inhibitor] | -13.7% | 0.5% | ? | -5.3% | -2.8% | 5.5%
O=C(Nc1cccc(C(F)(F)F)c1)C(SCCO)c1ccccc1 (configuration not stated) | -5.5%[10 µM] | -6.9% | 4.2% | 0.9% | 13.3% | 3.2% | -7.6%
O=C1/C(=C/c2cccnc2)CCC/C1=C\c1cccnc1 | · | ? | 1.7% | -3.6% | -3.2% | 0.8% | -3.9%
O=C(NCc1ccccn1)Nc1cccc(Cl)c1 | -4.2% | -1.1% | 2.6% | 3.2%[38.3 µM] | -12.9% | 3.4% | -5.0%
Nc1c(C(=O)NC2CCCCC2)nsc1C(=O)OCC(=O)NC1CCCCC1 | -16.1% | -3.1% | -2.5% | 7.1%[38.3 µM] | -2.7% | 2.5% | -2.7%
CCCCCCCC(=O)OCC(O)CO (configuration not stated) | -14.7% | 5.7%&-9.2% | -3.3%&-4.1% | -5.7% | 8.1% | 6.4% | -7.8%[15.4 µM]
O=C(COc1cccc(F)c1)N1c2ccccc2Sc2ccccc21 | · | -23.9% | -13.0% | 9.5% | 0.9% | 2.9% | -2.3%
COc1cnc(SCCC(F)=C(F)F)[nH]c1=O | -24.7% | -1.5% | 3.9% | -0.7% | 0.7% | -2.4% | -3.5%
Cc1ccc(C)c(NC(=O)c2nnn(Cc3ccccc3C)c2N)c1 | -37.5% | -25.8% | -1.1% | -3.2%[38.3 µM] | -8.6% | -13.1% | 2.8%
O=C(NC1CC1)C1=C[C@H](c2ccc3c(c2)OCO3)C[C@H](OCc2ccc(CO)cc2)O1 | -3.1%[10 µM] | -4.5%[9.22 µM] | -4.6% | 5.5% | 10.3% | 1.8% | ·
O=C(O)c1[nH]c2ccc(Cl)cc2c1CCN1C(=O)c2ccccc2C1=O | 13.1%[10 µM] | 14.8%[9.22 µM] | 3.5% | · | -0.6% | 1.5% | ·
CC(C)CNC(=O)CC(c1ccccc1)c1c(O)ccc2ccccc12 (configuration not stated) | -31.4% | 8.0% | 3.6% | 6.0%[38.3 µM] | -13.1% | 6.0% | ?
Cc1cc(C)n(C)c(=O)c1C#N | 0.9%[10 µM] | -18.9% | -9.0% | -8.6% | -7.2% | 1.7% | 7.9%
N#Cc1cc2c(nc1SCC(=O)Nc1sc3c(c1C#N)CCC3)CCCC2 | 11.5% | 19.2% | -3.3% | ? | 4.7% | 30.9%[activator] | 3.4%
CSc1ccc(C#N)cc1NC(=O)c1ccccc1 | · | -11.1% | 7.2% | 2.5% | -4.5% | 4.6% | -0.9%
Cc1nc2c3ccccc3n(Cc3ccccc3F)c2s1 | 13.3%[0.074 µM] | 19.5% | -9.5% | 14.0% | -4.2% | 6.1% | -9.8%
CC(/C=C/c1ccccc1)=N/NC(=O)CCC(=O)Nc1ccccc1C | 12.2%[10 µM] | -18.6% | -9.6% | 6.9% | -5.7% | -10.5% | 3.4%
CN(CC(=O)Nc1ccc(C#N)cc1)Cc1ccc(Cl)cc1Cl | 14.0% | ? | 3.5% | 37.3%[38.3 µM] | -11.7% | 2.9% | -5.2%
COC(=O)c1ccc(Cc2ccccc2)o1 | 1.8% | 0.0004µM* | -8.9% | 7.4%[38.3 µM] | 0.5% | -1.4% | -2.6%

These rows are one share of the data (hit frequency here may not be typical).
